USP1-UAF1 inh: Inhibitors of USP1/UAF1: Primary Screen; actives 0.23% (n = 390,000); Potency, µM (titrated, usually from 57.1 µM), without a hit: at the highest dose activity change, negative = inhibition, usual class: inhibitors; recombinant USP1/UAF1, Ub-Rhodamine cleavage fluorescence; AID 743255, 2014; also: potency is read from the fitted curve at half-maximal effect; % is scaled to controls: 0 for no effect and ±100 for the full control effect; nearly all actives have a fitted effect of over 60% in size; inactives centre near -12
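USP1/UAF1 complex at 1 nM was preincubated with compound for 15 min at room temperature, then Ub-Rho substrate (150nM final) was added. Fluorescence (480/540 nm) was read kinetically, 6 reads every 60 seconds.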
IDH1 R132H inh: qHTS for Inhibitors of mutant isocitrate dehydrogenase 1 (IDH1): qHTS. actives 0.093% (n = 390,000). Isocitrate dehydrogenase [NADP] cytoplasmic (Homo sapiens), O75874. Potency, µM (series often up to 76.6 µM), for the others: at the highest dose activity change, negative = inhibition, usual class: inhibitors. IDH1-R132H enzyme, NADPH consumption, diaphorase/resazurin fluorescence; also: potency is read from the fitted curve at half-maximal effect; % is scaled to controls: 0 for no effect and ±100 for the full control effect; nearly all actives have a fitted effect of over 65% in size
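IDH1-R132H (0.5 ug/mL dispensed) in pH 7.5 Tris buffer was preincubated 30 min with compound, then given a substrate mix of 0.016 mM NADPH and 2 mM alpha-KG for 80 min at room temperature; remaining NADPH was read by diaphorase/resazurin fluorescence.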
Pin1 inhibitor: qHTS Assay to Find Inhibitors of Pin1 | Potency, µM (highest dose often 115 µM), for inactives: at the highest dose activity, negative = inhibition, most hits filed as inhibitors | actives 0.009% (n = 390,000) | Pin1 FP peptide displacement, HiFluor488, 10 min; active = well fitted inhibition curve with a large enough effect in the polarisation, with a control signal flat, not every such curve was filed as active; inconclusive = small, poorly fitted or top-dose-only effect, or effect the other way, or a change in a side signal; inactive = no such curve, though single readings can be large or run the other way; the % refers to the polarisation; also: potency is read from the fitted curve at half-maximal effect; % is scaled to controls: 0 for no effect and ±100 for the full control effect
PI4K2A block: qHTS for small molecular inhibitors of PI4K2A; Phosphatidylinositol 4-kinase type 2-alpha (Homo sapiens), Q9BTU6; actives 0.13% (n = 420,000); AID 1346378, 2018; activity change, negative = inhibition, % at 76.9 µM; purified PI4K2A, ADP-Glo luminescence, 1 h; hits give low values; in the data active = activity change below about -50%; inconclusive = mostly about -30% to -49%;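 also: -100% = wells without enzyme as full effect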
Target sequence (Q9BTU6 whole entry, looked up): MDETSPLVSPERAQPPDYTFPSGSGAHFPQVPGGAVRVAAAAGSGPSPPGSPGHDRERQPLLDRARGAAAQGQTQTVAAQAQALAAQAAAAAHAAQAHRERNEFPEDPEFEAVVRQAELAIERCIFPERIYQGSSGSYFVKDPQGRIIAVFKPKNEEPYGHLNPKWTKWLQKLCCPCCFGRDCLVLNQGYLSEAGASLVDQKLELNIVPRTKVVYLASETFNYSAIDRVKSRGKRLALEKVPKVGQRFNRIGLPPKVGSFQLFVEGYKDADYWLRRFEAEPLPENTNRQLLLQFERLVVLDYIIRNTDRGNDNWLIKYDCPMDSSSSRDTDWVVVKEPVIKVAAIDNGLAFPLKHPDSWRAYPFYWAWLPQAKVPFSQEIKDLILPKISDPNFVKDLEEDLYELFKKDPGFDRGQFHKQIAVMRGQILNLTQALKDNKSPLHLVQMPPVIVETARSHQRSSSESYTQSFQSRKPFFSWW
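PI4K2A activity was measured by ADP-Glo luminescence: enzyme (4 ug/mL stock) and phosphatidylinositol (1.2 mM stock) in Tris pH 7.5/MgCl2/EGTA/Triton X-100 buffer were reacted with ATP (300 microM stock) for one hour at ambient temperature.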
rTrxR1 inhibitor: qHTS Assay for Inhibitors of Mammalian Selenoprotein Thioredoxin Reductase 1 (TrxR1): qHTS | Thioredoxin reductase 1, cytoplasmic (Rattus norvegicus), O89049 | recombinant rTrxR1, NADPH fluorescence consumption, selenite substrate | Potency, µM (titrated, usually from 114 µM), for inactives: top-dose activity change, negative = inhibition, usual class: inhibitors | actives 1% (n = 390,000) | AID 588453, 2011; also: potency is read from the fitted curve at half-maximal effect; % is scaled to controls: 0 for no effect and ±100 for the full control effect; nearly all actives have a fitted effect of over 65% in size
Target sequence (O89049 whole entry, looked up): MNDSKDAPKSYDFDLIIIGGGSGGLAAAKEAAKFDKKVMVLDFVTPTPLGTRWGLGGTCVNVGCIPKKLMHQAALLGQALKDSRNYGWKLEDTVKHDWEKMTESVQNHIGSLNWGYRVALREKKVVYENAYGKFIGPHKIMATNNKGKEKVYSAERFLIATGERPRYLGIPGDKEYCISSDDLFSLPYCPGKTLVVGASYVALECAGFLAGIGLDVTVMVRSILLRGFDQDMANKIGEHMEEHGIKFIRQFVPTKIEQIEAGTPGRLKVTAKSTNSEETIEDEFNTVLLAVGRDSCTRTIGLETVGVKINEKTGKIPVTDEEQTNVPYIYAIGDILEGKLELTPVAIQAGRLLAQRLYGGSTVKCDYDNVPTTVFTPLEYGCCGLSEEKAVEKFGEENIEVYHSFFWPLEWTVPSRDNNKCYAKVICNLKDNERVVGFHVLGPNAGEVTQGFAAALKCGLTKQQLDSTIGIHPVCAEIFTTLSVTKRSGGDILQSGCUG
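Rat TrxR1 (90 nM in the dispensed reagent) was pre-reduced with 400 uM NADPH for 5 min at room temperature, then incubated with compound for 15 min. After 400 uM selenite was added, NADPH fluorescence (Ex 340/Em 450 nm) was followed for 8 min.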
Tb PGK inh: qHTS Assay to Find Inhibitors of Phosphoglycerate Kinase. PGK/GAPDH coupled, Kinase-Glo luminescence, 60 min. actives 0.043% (n = 380,000). AID 602233, 2012. Potency, µM (titrated, usually from 57.5 µM), for the others: at the highest dose activity change, negative = inhibition, most hits filed as inhibitors. Phosphoglycerate kinase, glycosomal (Trypanosoma brucei brucei), P07378; also: potency is read from the fitted curve at half-maximal effect; % is scaled to controls: 0 for no effect and ±100 for the full control effect; nearly all actives have a fitted effect of over 60% in size
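Recombinant glycosomal PGK reaction used 1,3-bisphosphoglycerate generated in-well by GAPDH (100nM final) in 100mM TEA pH 7.6, 5mM MgCl2, 0.01% Tween-20. After 60 minutes at room temperature, ATP was read by Kinase-Glo Plus luminescence end-point.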
TrxR1 substrate: qHTS Assay for Substrates of Mammalian Selenoprotein Thioredoxin Reductase 1 (TrxR1): qHTS; Thioredoxin reductase 1, cytoplasmic (Rattus norvegicus), O89049; purified TrxR1 substrate turnover, NADPH consumption readout; Potency, µM (titrated, usually from 114 µM), for inactives: at the highest dose activity change, negative = substrate turnover; actives 0.01% (n = 390,000); also: potency is read from the fitted curve at half-maximal effect; % is scaled to controls: 0 for no effect and ±100 for the full control effect; nearly all actives have a fitted effect of over 50% in size
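Rat TrxR1, dispensed at 90 nM, was prereduced with 400 uM NADPH (final) for 5 min at ~22 deg C, then incubated with compound 15 min before 400 uM selenite. A first-read NADPH fluorescence drop versus no-compound background flagged substrates.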
HP1b binding inh: HTS for Inhibitors of HP1-beta Chromodomain Interactions with Methylated Histone Tails; Chromobox protein homolog 1 (Homo sapiens), P83916; Potency, µM (titrated, usually from 114 µM), inactives show at the highest dose activity change, negative = inhibition, most hits filed as inhibitors; AID 540317, 2011; AlphaScreen HP1-beta / biotin-H3K9me3 peptide binding; actives 0.56% (n = 390,000); also: potency is read from the fitted curve at half-maximal effect; nearly all actives have a fitted effect of over 70% in size; inactives centre near 23
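HP1-beta protein (50 nM final) preincubated 30 min at room temperature with biotinylated H3(1-18)K9me3 peptide (50 nM) in PBS pH 7.4, 0.01% Tween-20, then compound added for 30 min. AlphaScreen streptavidin donor/nickel chelate acceptor beads (10 ug/mL final), 30 min dark, luminescence read.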
GLS inhibitor: qHTS for Inhibitors of Glutaminase (GLS); GLS enzymatic activity, qHTS titration; Potency, µM (highest dose often 45.5 µM), without a hit: at the highest dose activity change, negative = inhibition, usual class: inhibitors; actives 0.21% (n = 410,000); AID 624170, 2012; also: potency is read from the fitted curve at half-maximal effect; % is scaled to controls: 0 for no effect and ±100 for the full control effect
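Human kidney-isoform GLS in 45 mM KH2PO4 pH 8.2, 0.02% Tween-20, with compound, started with 1mM L-Glutamine (added stock). Glutamate oxidase/HRP/Amplex red coupled fluorescence read at start and after 30 min at RT.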
The depositor's hits bear a star; i = inactive; ? = inconclusive; / = not tested or not shown; & = joins results of further samples; [ ] = dose if it differs, or a comment. Unless noted, calls follow the shape of the dose curve; as a rule, active = well fitted curve in the direction sought with a large enough effect; inconclusive = small, poorly fitted or top-dose-only effect, or another doubt; inactive = no such curve, though single readings can be large; an effect the other way counts as inactive or inconclusive.

Values in the order: USP1-UAF1 inh, IDH1 R132H inh, Pin1 inhibitor, PI4K2A block, rTrxR1 inhibitor, Tb PGK inh, TrxR1 substrate, HP1b binding inh, GLS inhibitor
Cc1ccc(-n2c(O)c(/C=N/n3cnnc3)c3ccccc3c2=O)cc1
    ?, 3%&9%, 0%&8%, 0&-10, -17%[57.1 µM], -5%, 23%[57.1 µM], -4%&12%, 19%&13%
Cc1cccn2cc(CNC(=O)CC3CCCC3)nc12
    2%, -1%, 4%, -7, 1%, 11%, 11%, 21%, 11%
CC(C)c1ccc(O)c(NC(=S)NC(=O)c2ccc3c(c2)OCO3)c1
    -25%, 7%, 1%, -2, 18%, i, -5%, -11%, 8%
COc1cc(C(=O)N(Cc2cccnc2)c2nc3cc(C)c(C)cc3s2)cc(OC)c1OC
    ?, 1%, -1%, -5, 12%[57.1 µM], 3%, 4%[57.1 µM], 0%, -2%
Cc1cccc(NC(=O)CSc2n[nH]c(-c3cccnc3)n2)c1
    -11%, 4%, -2%, 6, 15%, -3%, -3%, 24%, 0%
Cc1nc(-c2ccccc2)sc1C(=O)/C=C/c1ccccc1
    -23%, 3%, -5%, 15, -31%, i, -13%, 47%[activator], 2%
CCN(CC)CCCNC(=O)c1cc(-c2ccc(OC)c(OC)c2)on1
    -24%, -3%, 4%, 0, 4%, -7%, 1%, 10%, 6%
COc1ccc2cc3c(N)nn(C(=O)c4ccc(F)cc4Cl)c3nc2c1
    -26%, -7%, -14%, 13, 11%, i, -4%, 45%[activator], 3%
O=C(O)C1CCCCC1C(=O)NC1C2CC3CC(C2)CC1C3 (stereo unspecified)
    -21%, 5%, -4%, -4, 11%[57.1 µM], i, 5%[57.1 µM], 52%[activator], -13%
CC(C)COc1ccc(C2=NC(c3ccncc3)=Nc3ccc(F)cc3N2)cc1
    ?, 12%, -3%, -2, 8%, -5%, 1%, 23%, -3%
COc1cc2[nH]c(=S)n(CCN3CCOCC3)c(=O)c2cc1OC
    -7%, 8%, -1%, -2, ?, 0%, 10%[57.1 µM], -1%, 12%
Cc1ccc(NC(=O)CCc2c(C)nc3ncnn3c2C)cc1
    -25%, 2%, 2%, -2, 6%, -4%, 3%, 36%[activator], /
CCN(CC)S(=O)(=O)c1ccc(Cl)c(NC(=O)CSc2cccc[n+]2[O-])c1
    -16%, -11%, 1%, 5, 0%, -9%, -1%, 15%, 0%
CCOc1ccc(NC(=O)/C=C\C(=O)N(c2ccc(C(C)C)cc2)C(C(=O)NCc2ccco2)c2ccc(F)cc2)cc1 (stereo unspecified)
    -24%, -3%, 3%, -6, 13%[57.1 µM], 6%, -1%[57.1 µM], 40%[activator], -7%
CC(C)[C@H](NC(=O)N1CC(=O)Nc2ccccc21)C(=O)N[C@H](Cc1ccccc1)C(=O)O
    -23%, 1%, -13%, 1, 17%, -6%, 4%, 37%, -6%
CCOC(=O)CNC(=O)c1nn(-c2ccc(OCC)cc2)c(=O)c2ccccc12
    2%, -1%, -6%, -4, 7%, 6%, 6%[57.1 µM], 50%[activator], 11%
COc1ccccc1/C=N\NC(=O)c1c(C)nc2ccc(Cl)cn12
    -7%, 6%, 5%, -4, -29%, 3%, -18%, 22%, 6%
Cc1ccccc1-n1nc(-c2cccnc2)cc1C(=O)N/N=C/c1ccncc1
    -12%, 1%, 1%, 1, 7%, 2%, 0%, 35%, 9%
O=C(C1CCCN(Cc2cccc(Cl)c2)C1)N1CCCCC1 (stereo unspecified)
    -18%, 16%, -8%, 0, -8%, /, 7%, ?, 43%[activator]
CNC(=O)C(NC(=O)CNC(=O)c1ccc(Cl)cc1)C(C)(C)C (stereo unspecified)
    -8%, -1%, -1%, -2, 11%[57.1 µM], 6%, 8%, 7%, -1%
CCOc1cccc(CNCc2cccnc2)c1OCc1ccccc1
    -14%, 0%, -1%, -3, 31%[57.1 µM], 7%, 8%[57.1 µM], -10%, -10%
Cc1cc(C)c(NC(=O)C2CCN(C(=O)N3CCOc4ccccc43)CC2)c(C)c1
    -4%, 24%, -8%, 0, 9%, -8%, -1%, 30%, -7%
CCn1cc(Br)c(C(=O)Nc2ccc(C(=O)OC(C)C)cc2)n1
    -22%, -4%, 1%, -5, 14%, 0%, -6%, 72%[activator], 14%
O=C(C1CCCO1)N1CCN(C(=S)Nc2ccc(Cl)c(Cl)c2)CC1 (stereo unspecified)
    -12%, -6%, -1%, 1, -34%, -9%, -17%, 43%[activator], 15%
COc1cc(C2CC(=O)c3c([nH]c(C(=O)OCC4CCCCC4)c3C)C2)cc(OC)c1OC (stereo unspecified)
    -18%, -16%, 23%, 9, 12%, -9%, -1%, 14%, -1%
Cc1ccc(NC(=O)c2snc3ccc(Cl)cc23)cc1C
    -10%, -2%, -4%, -2, 3%, -3%, 1%, 23%, -3%
[N-]=[N+]=NC1C[C@H](n2ccc(=O)[nH]c2=O)O[C@@H]1CO (stereo partly specified)
    -7%, -4%, -5%, 1, 14%, 10%, 11%, 43%, -7%
CCOc1c(Cl)cc(CNc2nnnn2C)cc1OC
    -14%, -8%, -1%, 1, 13%, 2%, 4%, 18%, 0%
CCOC(=O)N1CCN(CC(O)COCC2=CCC3CC2C3(C)C)CC1 (stereo unspecified)
    -18%, 10%, -12%, 10, 8%[57.1 µM], -3%, -7%[57.1 µM], ?, 1%
CCc1cc(=O)oc2c3c(cc(OCC(=O)NCc4cccnc4)c12)OC(C)(C)CC3
    0%, -1%, 1%, 4, -9%, 2%, 290%[activator], 15%, 6%
CCOC(=O)CCNC(=O)Nc1ccc2nc(C)n(Cc3ccc(Cl)cc3)c(=O)c2c1
    6%, 2%, 3%, 0, 2%, -11%, 9%, 9%, 20%
O=C(O)/C=C/c1cccc(NS(=O)(=O)c2ccccc2)c1
    -13%, 20%, 1%, -4, 6%[57.1 µM], i, 3%[57.1 µM], 16%, 6%
O=c1c(Cl)c(N2CCOCC2)cnn1-c1ncc(C(F)(F)F)cc1Cl
    -20%, 0%, -2%, 0, -12%, -1%, -6%, 30%, -4%
NC(=S)N=Nc1c(O)n(C2OC(=O)c3ccccc32)c2ccccc12 (stereo unspecified)
    -14%, 4%, -4%, -2, -10%, i, -3%, 13%, 6%
CC(C)c1ccc(CN2CCC(n3nccc3NC(=O)C3CCCC3)CC2)cc1
    ?, -16%, /, 4, /, -8%, /, /, 1%
CC(C)c1ccc(NS(=O)(=O)c2ccc(N3C(=O)CCC3=O)cc2)cc1
    -24%, 7%, -3%, 1, 9%, i, -3%, 7%, 3%
CCCNS(=O)(=O)c1ccc(-n2cnnn2)c(OC)c1
    -24%, 1%, -17%, 1, 16%, i, 3%, 46%[activator], -5%
CCc1cc(=O)oc2c(C)c(OC(C)C(=O)NC3CC(C)(C)NC(C)(C)C3)ccc12 (stereo unspecified)
    -17%, -2%, 1%, 8, 13%, -9%, 32%[activator], 10%, -4%
N#Cc1c(-c2ccccc2Cl)cc(-c2ccccc2)nc1Br
    -12%, -1%, 3%, 2, 8%, 5%, -3%, 109%[activator], -2%
CCOc1ccc(OCC)c(NC(=O)CN2CCN(CC(=O)NC(C)C)CC2)c1
    2%, 5%, 0%, -7, 3%, -8%, -9%, ?, 3%
Cc1cc(C)cc(OCC(=O)OCC(=O)Nc2c(C)n(C)n(-c3ccccc3)c2=O)c1
    -16%, 3%, 4%, 4, 25%[57.1 µM], -10%, 9%, 31%, 0%
CC1(C)CC(=O)C=C(NCc2cccs2)C1
    -4%, 9%, -7%, -6, 20%, i, 9%, 15%, 3%
CCOc1ccc(NC(=O)NC(=O)N(C)S(=O)(=O)c2ccc(C)cc2)cc1
    -7%, -11%, -9%, -1, 5%, 0%, -3%, 36%, 3%
CC(=O)CCc1ccc(OCCCCn2cncn2)cc1
    -4%, 2%, -3%, 5, 22%, 0%, 5%, 70%[activator], 9%

Screens from PubChem BioAssay.

The list is partial; count on the stated rates, not on these rows.
